KAT2A inh: inhibitors of human GCN5L2 histone acetyltransferase; Q92830; GCN5L2 HAT assay, ThioGlo1 CoA-SH fluorescence; Potency, µM (titrated, usually from 58.9 µM), without a hit: top-dose activity change, negative = inhibition, most hits filed as inhibitors; 0.21% of 390,000 active; AID 504327
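GCN5L2 (20nM final) in 50mM HEPES, 0.1mM EDTA pH 7.5, 0.01% Tween-20 was preincubated 15 min at room temperature with compound, then given ThioGlo1 (50uM), H3(1-25) peptide (75uM) and acetyl-CoA (70uM); CoA-thiol fluorescence (Ex340/Em540) was read at 0 and 20 min.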
N370S GC: N370S glucocerebrosidase modulation, Gaucher chaperone candidate | 0.092% of 330,000 active | N370S GC spleen homogenate, 4MU-glucoside fluorescence | Potency, µM (highest dose often 59.4 µM), inactives show at the highest dose activity change, negative = inhibition, most hits filed as inhibitors;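 further: 0% = full enzyme activity and -100% = no enzyme basal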
FEN1 inhibitor: inhibitors of human flap endonuclease 1 | Potency, µM (titrated, usually from 114 µM), without a hit: at the highest dose activity change, negative = inhibition, hits mostly inhibitors | AID 588795 | Recombinant FEN1 flap cleavage, fluorescence, 15 min | P39748 | 0.35% of 390,000 active; further: nearly all actives have a fitted effect of over 65% in size
Target sequence (P39748 whole entry, looked up): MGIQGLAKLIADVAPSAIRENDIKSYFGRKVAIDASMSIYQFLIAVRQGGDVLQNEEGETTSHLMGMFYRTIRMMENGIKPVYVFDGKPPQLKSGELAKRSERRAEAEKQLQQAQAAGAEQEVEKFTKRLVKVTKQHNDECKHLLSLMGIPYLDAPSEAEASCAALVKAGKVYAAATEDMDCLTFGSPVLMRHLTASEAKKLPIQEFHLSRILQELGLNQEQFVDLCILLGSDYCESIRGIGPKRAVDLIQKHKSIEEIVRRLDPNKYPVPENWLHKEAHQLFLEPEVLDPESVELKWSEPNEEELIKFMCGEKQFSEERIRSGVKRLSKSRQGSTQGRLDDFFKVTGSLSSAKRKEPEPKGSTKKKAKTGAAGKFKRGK
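Enzyme 10 nM, 15 min RT preincubation with compound; start with substrate 50 nM final; reads at 0 and 15 min; qHTS titration, four-parameter Hill fit.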
Active calls of the source: *; ? = inconclusive; / = not tested or not shown; & = joins results of further samples. The call rests on the fitted dose curve; in most records, active means well fitted curve in the direction sought with a large enough effect; inconclusive means small, poorly fitted or top-dose-only effect, or another doubt; inactive means no such curve, though single readings can be large; an effect the other way counts as inactive or inconclusive. Unless noted, on the % scale 0 is the no-effect control and ±100 the full control effect; potency means the concentration at half of the fitted maximal effect.

N370S GC | Molecule | FEN1 inhibitor | KAT2A inh
3% | CC(C)C(=O)N(c1ccc2oc(=O)sc2c1)S(=O)(=O)c1ccccc1 | -1% | -3%
/ | COc1ccc(-c2nnc(SCC(=O)Oc3c(C)cccc3C)o2)cc1OC | 1% | -10%
-7% | O=S(=O)(Nc1ccc2c(c1)OCCO2)c1cccc2nsnc12 | -3% | -1%
/ | COc1ccc(NC(=O)C2CCN(S(=O)(=O)c3cccs3)CC2)cc1OC | -16% | -8%
1% | Cc1cc(C)nc(NC(=O)CCCC(=O)O)c1 | -2% | 3%
/ | CCOc1ccccc1CNC(=O)CN1C(=O)c2cccnc2Oc2ccc(C)cc21 | 0% | -11%
/ | O=C(NCc1ccc(F)cc1)C1CCN(C(=O)c2cnn(-c3ccccc3)c2-n2cccc2)CC1 | -2% | -5%
-2% | COc1ccc(OCC(O)CNC(=O)c2sccc2Cl)cc1 (stereo not drawn) | 9% | ?
7% | Cc1ccc(-n2nc(C)c3c2OC(N)=C(C#N)C3c2ccc(F)cc2)cc1 (stereo not drawn) | 13% | 0%
-8% | O=c1/c(=C/c2ccc(O)cc2)sc2nc3cc(Br)cnc3n12 | / | 2%
-7% | COc1ccc(NC(=O)CC2SC(=Nc3ccccc3)NC2=O)cc1 (stereo not drawn) | -1% | -4%
2% | COc1ccc(Cn2nnnc2C(c2cc3cccc(C)c3[nH]c2=O)N2CCN(C)CC2)cc1 (stereo not drawn) | -8% | -4%
11% | COc1ccc(-c2nnc3ccc(SC)nn23)cc1 | ? | -1%
/ | COc1ccccc1Nc1c2c(nc3ccc(NC(=O)c4ccccc4F)cc13)CCCC2 | -2% | -12%
2% | Cc1ccc(NCCC(=O)c2ccc(Cl)c(Cl)c2)cc1 | -20% | -28%
-18% | CC(C)C[C@@H](CC#N)N1CCN(CCc2ccccc2)CCC1=O | 4%&1% | -17%
/ | O=C(Nc1ccc(OC(F)(F)F)cc1)c1ccccc1-n1cnnn1 | -16% | -4%
1% | CCCCOc1ccc(S(=O)(=O)n2c(C)nc3ccccc32)cc1 | -11% | -2%
/ | COc1ccccc1N(C)S(=O)(=O)c1ccc(C)c(C(=O)NCc2ccccn2)c1 | -11% | 2%
24% | O=C(c1ccc(Cl)cc1)N1CCC(O)(CSc2ccccc2)CC1 | -4% | 3%
15% | O=C(Nc1ccccc1Cl)ON=C1c2ccccc2-c2ccccc21 | -13% | -4%
2% | CCOC(=O)c1[nH]c2ccc(Br)cc2c1NC(=O)CCN1CCCC(C)C1 (stereo not drawn) | / | -2%
2% | COc1ccc(N2CCN(C(=O)c3ccc(S(=O)(=O)N4CCOCC4)cc3)CC2)cc1 | -5% | 1%
-2% | Cc1cc(Cl)ccc1NC(=O)CN1C(=O)NC2(CCCC2)C1=O | -11% | 2%
-7% | COc1ccccc1-c1coc2cc(O)cc(O)c2c1=O | -15% | -1%
-19% | O=C(Nc1ccc(S(=O)(=O)N2CCCCC2)cc1)c1ccc(CN2CCc3ccccc3C2)cc1 | -6% | -6%
4% | O=C(OCc1nnc(-c2ccc(Cl)cc2)o1)c1ccc(O)cc1 | 0% | -7%
-6% | CN1CCN(c2cc(-c3ccccc3Cl)ncn2)CC1 | / | 1%
-15% | COCCNC(=O)C1Cc2cc(S(=O)(=O)N3CCCC3)ccc2N1C(C)=O (stereo not drawn) | 3% | ?
5% | COc1ccc2nc(C)cc(N3CCC(C(N)=O)CC3)c2c1 | 5% | -7%
4% | CC1CCc2sc(C(=O)Nc3nnc(SCc4ccc(F)cc4)s3)cc2C1 (stereo not drawn) | -8% | 0%
/ | Cc1ccc2c(c1)-c1c(cnn1CC(=O)Nc1ccccc1C#N)CO2 | 4% | -3%
/ | CC(C)(C)OC(=O)CNC(=O)c1[nH]cnc1C(=O)NC1CCNCC1 | 12% | -2%
/ | O=C(CSC1=Nc2ccccc2N=C(c2ccc(F)cc2)C1)Nc1cccc(C(F)(F)F)c1 | ? | -7%
14% | N#Cc1cc2c(nc1SCc1cccc(Cl)c1)CCCCC2 | -6% | -4%
5% | CCC(C)(C)n1nnnc1C(c1cccs1)N1CCCCC1 (stereo not drawn) | -6% | -3%

Part of the list above, with two lines to a compound:
Every second line gives: N370S GC, FEN1 inhibitor, KAT2A inh
COCCNC(=O)C1Cc2cc(S(=O)(=O)N3CCCC3)ccc2N1C(C)=O (stereo not drawn)
    -15%, 3%, ?
COc1ccc2nc(C)cc(N3CCC(C(N)=O)CC3)c2c1
    5%, 5%, -7%
CC1CCc2sc(C(=O)Nc3nnc(SCc4ccc(F)cc4)s3)cc2C1 (stereo not drawn)
    4%, -8%, 0%
Cc1ccc2c(c1)-c1c(cnn1CC(=O)Nc1ccccc1C#N)CO2
    /, 4%, -3%
CC(C)(C)OC(=O)CNC(=O)c1[nH]cnc1C(=O)NC1CCNCC1
    /, 12%, -2%
O=C(CSC1=Nc2ccccc2N=C(c2ccc(F)cc2)C1)Nc1cccc(C(F)(F)F)c1
    /, ?, -7%
N#Cc1cc2c(nc1SCc1cccc(Cl)c1)CCCCC2
    14%, -6%, -4%

(listing goes on)
N370S GC | Molecule | FEN1 inhibitor | KAT2A inh
-6% | O=C(Nc1cc(C(F)(F)F)ccc1Cl)c1cccc(N2C(=O)CCC2=O)c1 | -2% | ?
-1% | Cc1cc(OCC(=O)NC2CCN(Cc3ccccc3)CC2)c2c(C)cc(=O)oc2c1 | 7% | -5%
/ | CN(C)c1ccc(C(CNC(=O)c2c(F)cccc2Cl)N2CCOCC2)cc1 (stereo not drawn) | -6% | 23%
2% | Cc1ccc(Cl)cc1N1CCN(C(=O)Cc2cn(C)c3ccccc23)CC1 | 5% | -19%
-6% | CCCC(C)C(=O)Nc1cc([N+](=O)[O-])ccc1F (stereo not drawn) | 0% | -4%
/ | CN(C)c1ccc(-c2nc3ccc(Cl)cn3c2Nc2ccc3c(c2)OCCO3)cc1 | 12% | -3%
9% | C#CCOCCOCCOCCNc1nc(N2CCN(C(=O)[C@H]([C@@H](C)CC)n3cc([C@@H](N)CC(C)C)nn3)CC2)nc(N2CCN(C(=O)[C@H](Cc3ccc(O)cc3)n3cc([C@@H](N)CC(C)C)nn3)CC2)n1 | -2% | -2%
-4% | O=C(c1cccc(S(=O)(=O)Nc2cccc(C(F)(F)F)c2)c1)N1CCOCC1 | -5% | -5%
-9% | COc1cccc(CSc2ccc(S(=O)(=O)N3CCOCC3)cc2C(=O)NCC2CCCO2)c1OC (stereo not drawn) | -5% | -7%
8% | Cn1nc(C(F)(F)F)c(/C=N/OC(=O)c2ccccc2)c1Sc1ccc(Cl)cc1 | 1% | -20%
1% | CC(=O)Nc1cccc(NC(=O)CCc2ccccc2)c1 | 5% | 9%
-4% | CC(=O)Nc1c(N)c2ccccc2oc1=O | 1% | -2%
-8% | COc1ccc(/C=N/NC(=O)c2cccc(C(=O)N/N=C/c3ccc(OC)cc3)n2)cc1 | -23% | -17%
8% | CC1C2C(C)N(C)C(=O)N(C)C2N(C)C(=O)N1C (stereo not drawn) | -3% | -4%
-8% | O=C1NC(c2ccccc2)=C(c2nc3ccccc3s2)C(c2ccccc2)N1 (stereo not drawn) | -25% | -10%
-9% | COCCn1c(SCC(=O)N2CCOCC2)nnc1-c1ccncc1 | -10% | 1%
14% | CCCOC(=O)c1ccc(NC(=O)CSC2=Nc3ccccc3C3CC=NN23)cc1 (stereo not drawn) | -5% | 0%
1% | CN1CCN(Cc2nc3ccccc3n2C)CC1CCO (stereo not drawn) | 4% | -2%
-9% | CC(=O)Nc1ccc(Nc2nc(C)cc(C)n2)cc1 | 2% | -11%
/ | CC(C)c1ccc(S(=O)(=O)Nc2ccc(O)c(Sc3nc4ccccc4s3)c2)cc1 | ? | -9%
-6% | COc1ccc(C(C(=O)NC2CCCC2)N(C(=O)c2ccco2)c2ccc3c(c2)OCO3)cc1OC (stereo not drawn) | 5% | -7%
-2% | Cc1ccc(-n2[nH]c(C)c(/C=N/c3cccc(C)n3)c2=O)cc1 | ? | -2%
-11% | O=C(Nc1cccc(S(=O)(=O)NC2=NCCCCC2)c1)c1cc(-c2ccco2)nc2ccccc12 | -11% | ?
-4%&-1%&0% | Clc1ccc2nsnc2c1NC1=NCCN1 | -15%&-1% | -6%&-6%&-4%&-8%&-7%

One compound at a time (already shown). Screens in order: N370S GC	FEN1 inhibitor	KAT2A inh
`Cc1ccc2c(c1)-c1c(cnn1CC(=O)Nc1ccccc1C#N)CO2` as listed: /	4%	-3%
`Cc1ccc(-n2nc(C)c3c2OC(N)=C(C#N)C3c2ccc(F)cc2)cc1` (stereo not drawn) as listed: 7%	13%	0%

New compounds follow.
N370S GC | Molecule | FEN1 inhibitor | KAT2A inh
-10% | COc1nnc(-c2ccc(C)c(S(=O)(=O)N(C)C)c2)c2ccccc12 | 1% | -1%
-3% | CC1=C(CCC(=O)O)c2cc3nc(cc4[nH]c(cc5[nH]c(cc1n2)c(C)c5C(C)O)c(C)c4C(C)O)C(C)=C3CCC(=O)O (stereo not drawn) | / | 1%
3% | COc1ccc(C(CNC(=O)Cn2c(=O)oc3ccccc32)N(C)C)cc1 (stereo not drawn) | 5% | 0%
-11% | COCCNC(=O)c1c[nH]c2ccc(S(=O)(=O)Nc3ccc(F)cc3F)cc2c1=O | -16%&-11% | -4%&-1%
/ | Cc1nc(-c2ccc(S(=O)(=O)Nc3ccc(C#N)cc3)cc2)co1 | 11% | 1%
1% | Cc1cccc(/C=N/NC(=O)Cn2nnnc2N)n1 | -2% | -6%
-1% | O=C(NCc1ccccc1Cl)C(=O)NCC1CCCN1S(=O)(=O)c1cccs1 (stereo not drawn) | 2% | -1%
-1% | CN(C)NC(=S)NC1CC2CCC1C2 (stereo not drawn) | -9% | -5%
-17% | CC(C)(C)OC(=O)N1CCC2(CC1)C(C#N)=C(N)OC1=C2C(=O)CCC1 | 13% | -12%
4% | NC(=O)C1(N2CCCCC2)CCN(C(=O)c2ccc(-n3cnnn3)cc2)CC1 | 6% | -3%
/ | CCc1cn(C2CC(O)C(CO)O2)c(=O)[nH]c1=O (stereo not drawn) | 19% | -9%
-17% | COc1ccccc1NC(=O)C1=C(C)NC(=O)NC1c1cccc(OC)c1OC (stereo not drawn) | -12% | -4%
-22% | Cc1ccc(OCC(=O)NCCCNC(=O)c2cccnc2)cc1C | 14% | -3%
10% | NC(=O)c1ccccc1OCCOc1ccc(Br)cc1 | 7% | 1%
2% | CCOc1ccc2nc(N/C(N)=N/C(=S)Nc3cccc(OC)c3)nc(C)c2c1 | -19% | 0%
-17% | Cc1cc(C)nc(N2CCCC(C(=O)NCc3ccccc3F)C2)n1 (stereo not drawn) | -8% | -2%
-9% | CN(C)CCC=C1c2ccccc2CCc2ccccc21 | -4% | -4%
2% | COc1ccc(NC2SC(=O)N(CC(=O)O)C2=O)cc1 (stereo not drawn) | -2% | -1%
-6% | CS(=O)(=O)c1ccc(-n2c(=O)n(Cc3ccccc3)c(=O)c3[nH]cnc32)cc1 | -3% | -1%
-9% | O=C(Nc1ccc(Cl)cc1)/C(=C/c1cccc(O)c1)c1nc2ccccc2s1 | -7% | -2%
2% | O=C(O)CCN1CCOCC1 | -2% | 16%
-8% | Cc1noc(C)c1COc1ccccc1C(=O)N(C)Cc1ccc(F)cc1 | 4% | -16%
/ | O=C(NCc1ccccc1Cl)c1ccc(NC(=O)N2CCCCc3ccccc32)cc1 | 11% | -1%
-28% | CC(NC(=O)c1cccnc1)C(=O)O (stereo not drawn) | -2% | -6%
-20% | CCCn1c(=O)c(C(=O)Nc2ncccc2O)c(O)c2ccccc21 | 7% | 1%
14% | COc1ccccc1NC(=O)C1CCCN(S(=O)(=O)c2cnc[nH]2)C1 (stereo not drawn) | -9% | -17%
1% | Cc1ccc(C2NC(C(=O)O)CS2)cc1 (stereo not drawn) | / | 0%
-29% | CCC(C)Sc1cccc(-c2nc3ccc(C)cn3c2NC2CCCCC2)c1 (stereo not drawn) | -26% | ?
-6% | Cc1ccc(NC(=O)CNCc2ccccc2Cl)cc1S(=O)(=O)N(C)C | ? | -13%
-3% | O=C(CCC(=O)N1CCCCC1)Nc1ccc(Cl)c(Cl)c1 | 2% | 1%
3% | Cc1ccc(C(=O)COC(=O)CCc2nc3ccccc3[nH]c2=O)cc1C | -7% | -4%
-4% | CCOC(=O)CN(C(=O)c1snc(C(N)=O)c1N)C(C(=O)NC1CCCCC1)c1ccc(F)cc1 (stereo not drawn) | -28% | -3%
1% | COCCN(C(=O)CSc1nnc(-c2ccccc2C)n1C)c1c(N)n(Cc2ccccc2)c(=O)[nH]c1=O | -2% | 2%
-3% | O=C(CNC(=O)c1ccco1)OCC(=O)c1ccc(Br)cc1 | 0% | -9%
-1% | CC(C)N=C1NN=C(c2ccc(F)cc2)CS1 | -6% | -1%
-11% | CCOc1ccc2nc(N3CCCC(C(=O)NCCCN4CCCCC4)C3)sc2c1 (stereo not drawn) | 14% | -14%
4% | COc1ccc(/C=N/NC(=O)CCN2CCCCC2c2cccnc2)cc1Cn1cc([N+](=O)[O-])cn1 (stereo not drawn) | -15% | 2%
-1% | COc1ccc(/C=C/C(=O)Nc2ccc(-n3nncc3-c3ccccc3)cc2)cc1OC | -3% | -21%
